High-throughput results (PubChem BioAssay)
MC4R barr agon: agonists of human melanocortin 4 receptor (MC4R) beta-arrestin; P32245; AID 540308; 0.98% of 360,000 active; activation, % at 8.9 µM; U2OS MC4R beta-arrestin complementation, luminescence; percent of melanotan II response, DMSO zero;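 active = activation above a per-plate cutoff, the mean activation of sample wells on that plate plus 3 SD, cut at about 8% in these data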
N-glyco inh: N-linked glycosylation inhibition. D54 ERlucT glycosylation luciferase reporter, 24 h; percent of 100 nM tunicamycin response. reporter increase, % at 12.5 µM. 0.23% of 360,000 active. AID 588692;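 active = mean luciferase reporter signal, scaled so untreated is 0 and the glycosylation-blocking control 100, at or above a set limit in every replicate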;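 also: luciferase carries N-glycosylation sites so blocking glycosylation raises the light; 0% = median of neutral control wells and 100% = median of 100 nM tunicamycin wells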
iPSC survival up: enhancers of human iPSC single-cell survival; AID 602274; 0.044% of 360,000 active; survival enhancement, % at 20 µM; hiPSC single-cell survival, ATPlite luminescence; 100% = ROCK inhibitor wells, 0% = DMSO; in the data active = survival enhancement above about 18%;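 also: cells exposed to compounds for 16 hours before the ATP read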
aDG glyco act: increases alpha dystroglycan glycosylation; activation, % at 10 µM; 0.22% of 360,000 active; Pro5-aDG cells, alpha-DG glycosylation AlphaScreen (IIH6); 0% Pro5, 100% B10-LARGE cell signal;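 active = activation of at least 8% versus controls, or a plate z-score of at least 8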;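 also: Pro5 are CHO cells carrying HIG-tagged alpha-DG that lacks glycosylation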
ABHD5 PLIN5 PPI: blocks binding of human ABHD5 to perilipin-5 | 0.78% of 360,000 active | inhibition, % at 4 µM | Q00G26+Q8WTS1 | Split G. princeps luciferase complementation, luminescence, 4 h | AID 602281;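 active = inhibition above the mean inhibition across every tested compound plus 3 SD, cut at about 22% in these data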;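 also: 0% = DMSO only wells and the 100% control is not disclosed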
H9c2 protect: myocardial damage modulation in H9c2 cells; H9c2 cardiomyocytes, H2O2 injury protection, ATPLite, 2 h; protection from H2O2 cell death, % at 20 µM; 0.63% of 360,000 active; AID 588492;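 active = compounds giving at least 50% protection of heart cells from peroxide-induced death in the single-dose screen, raw or plate-pattern-corrected value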;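 also: 0% = DMSO wells with peroxide and 100% = DMSO wells without peroxide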
MC4R antagonist: blocks human MC4R cAMP signaling; P32245; MC4R-expressing cells, MTII-stimulated cAMP, LANCE TR-FRET; inhibition, % at 6.5 µM; 0.48% of 360,000 active; AID 540295;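 active = inhibition above its plate's cutoff, the mean of tested wells on that plate plus 3 SD, cut at about 29% in these data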;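 also: 0% = Melanotan II alone and 100% = Melanotan II plus saturating MCL0020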
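system = U2OS cells with stable human MC4R expression | also added = Melanotan II challenge after compound preincubation | dosing = one concentration, 6.5 µM nominal | incubation = compound 30 min, challenge 1 h, detection 1 h | measured by = TR-FRET with Eu-cAMP and labeled anti-cAMP, 671 nm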
Granule exo inh: blocks lytic granule exocytosis | TALL-104 LAMP-1 surface exposure, flow cytometry; cells stimulated with thapsigargin and PMA | inhibition, % at 10 µM | 0.66% of 360,000 active | AID 651702;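 active = inhibition above about 55%, limit read from the data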
ABCB6 inh MLPCN: inhibitors of human ABC transporter ABCB6; K562-ABCB6 porphyrin accumulation, flow cytometry, 1 h; active compounds read low; fluorescence ratio to DMSO, % at 10 µM; 0.19% of 360,000 active;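 active = fluorescence ratio to DMSO below 75%, the collection mean minus 3 SD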;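 also: signal is porphyrin accumulated inside mitochondria; 100% equals median channel fluorescence of DMSO control wells; lower ratio means ABCB6 inhibition with less porphyrin fluorescence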
Target sequence (Q9NP58 whole entry, looked up): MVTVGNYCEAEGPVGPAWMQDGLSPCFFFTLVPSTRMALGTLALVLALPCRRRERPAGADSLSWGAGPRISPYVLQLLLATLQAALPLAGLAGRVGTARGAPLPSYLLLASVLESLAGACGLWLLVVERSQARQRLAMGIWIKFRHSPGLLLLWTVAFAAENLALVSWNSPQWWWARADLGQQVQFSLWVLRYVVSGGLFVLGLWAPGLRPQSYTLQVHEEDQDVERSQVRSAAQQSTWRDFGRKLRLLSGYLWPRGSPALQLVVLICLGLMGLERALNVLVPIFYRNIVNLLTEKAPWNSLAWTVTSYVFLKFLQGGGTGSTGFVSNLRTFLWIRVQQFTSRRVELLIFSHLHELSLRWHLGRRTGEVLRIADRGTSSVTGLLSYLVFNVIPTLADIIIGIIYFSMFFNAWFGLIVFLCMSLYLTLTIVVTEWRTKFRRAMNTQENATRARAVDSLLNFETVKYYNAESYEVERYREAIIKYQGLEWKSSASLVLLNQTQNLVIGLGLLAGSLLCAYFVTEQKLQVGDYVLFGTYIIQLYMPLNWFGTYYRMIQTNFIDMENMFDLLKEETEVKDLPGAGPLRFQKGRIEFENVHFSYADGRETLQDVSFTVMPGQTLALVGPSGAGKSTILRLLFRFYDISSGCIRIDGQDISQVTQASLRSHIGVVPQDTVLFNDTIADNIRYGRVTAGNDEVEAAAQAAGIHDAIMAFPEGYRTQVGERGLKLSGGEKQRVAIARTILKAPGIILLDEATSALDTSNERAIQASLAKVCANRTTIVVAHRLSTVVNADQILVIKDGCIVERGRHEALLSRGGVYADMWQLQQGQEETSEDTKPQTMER
m5-HT2A agonist: agonists of mouse serotonin 5-HT2A receptor (HTR2A). activation, % at 7.6 µM. 0.66% of 360,000 active. AID 624169. P35363. CHO-K1 mHTR2A beta-arrestin complementation, luminescence; percent of 30 µM serotonin response;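 active = activation above a run cutoff, the mean activation of all tested compounds plus 3 SD, cut at about 14% in these data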;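 also: 0% = plate median of compound wells and 100% = 30 µM serotonin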
* marks the source's active call; other numbers are inactive results; nt = no result given.

molecule | MC4R barr agon | N-glyco inh | iPSC survival up | aDG glyco act | ABHD5 PLIN5 PPI | H9c2 protect | MC4R antagonist | Granule exo inh | ABCB6 inh MLPCN | m5-HT2A agonist
Cc1ccc(C(=O)N/C(=C/c2ccc(-c3cccc([N+](=O)[O-])c3)o2)C(=O)NCCCN(C)C)cc1 | 2.1 | -9 | -0.7 | 0.2 | 13 | -23 | -11 | 5 | 99 | 11
Cc1ccc(NC(=O)CCCN2C(=O)NC(C)(C)C2=O)cc1 | 0.0 | 0 | -0.1 | -0.1 | -5 | 7 | -5 | -2 | 102 | 6
CC(=O)NC(c1ccc(C(C)C)cc1)c1c(O)ccc2ccccc12 (stereo unspecified) | 3.2 | -4 | 0.0 | 0.2 | -6 | -14 | 6 | -4 | 99 | 1
COc1ccc(C(=O)N(Cc2ccccc2)c2ccc(C)cc2)cc1S(=O)(=O)N1CCOCC1 | 1.4 | -5 | -0.4 | 0.2 | -6 | -4 | 12 | -3 | 103 | 8
CN(Cc1ccccc1)CC(O)CN(C)Cc1ccccc1 | -0.2 | -1 | 0.5 | -0.3 | -4 | 13 | 0 | -1 | 93 | -4
COc1cccc(C(=O)Nc2ccc(S(=O)(=O)N3CCN(C)CC3)cc2)c1 | 0.2 | 2 | 1.0 | -0.1 | 1 | 2 | 2 | -8 | 96 | 0
O=C(OCC1OC(n2ccc(=O)[nH]c2=O)C(O)C1OC(=O)c1ccccc1)c1ccccc1 (stereo unspecified) | -2.4 | 0 | -0.5 | -0.2 | -3 | -4 | 10 | 0 | 78 | 0
COc1cc(SC)ccc1C(=O)NNC(=O)c1cc(C)oc1C | -1.5 | -10 | -0.4 | 0.1 | 10 | -21 | -1 | -6 | 98 | 0
CCCCCCN1C[C@H](n2cc(COC(=O)c3ccccc3)nn2)[C@@H](O)C[C@@H]1c1ccc(Cl)cc1 | 0.6 | -10 | 0.7 | 0.2 | 1 | -24 | 16 | 6 | 99 | -2
CCOC(=O)NCCc1c(C)nc2c(c(C)nn2C(C)(C)C)c1C | 1.9 | -7 | 0.2 | 0.3 | -5 | -7 | 9 | 0 | 98 | 2
Cc1cc(NC(=O)COc2ccccc2)ccc1Cl | 2.9 | 1 | -0.6 | 0.1 | 4 | 0 | 1 | -6 | 94 | 2
COc1ccccc1OCC(=O)Nc1oc(-c2ccccc2)c(-c2ccccc2)c1C#N | -0.6 | 0 | 6.2 | -0.1 | -2 | -18 | 3 | -3 | 90 | -2
COCCNC(=O)c1cccc(NC(=O)C2=C(C)OCCS2)c1 | -0.7 | 0 | 0.5 | 0.0 | -16 | -5 | 0 | 1 | 100 | 0
Cc1cc(N/N=C/c2ccncc2)nc2ccccc12 | -1.1 | 4 | -0.7 | 0.2 | 2 | 17 | -1 | 0 | 95 | 2
CCOC(=O)Cn1nc(NC(=O)c2ccc3c(c2)OCO3)cc1C | -3.5 | 3 | -0.5 | 0.1 | -8 | -4 | 5 | -34 | 100 | 0
Cc1ccc(S(=O)(=O)N2CCC3(CC2)OCCO3)c(C)c1 | -0.8 | 0 | 0.1 | -0.3 | 1 | -1 | -1 | -5 | 95 | 1
CN(C)S(=O)(=O)c1ccc(S(=O)(=O)N2CCCC(C(=O)NC3CCCC3)C2)cc1 (stereo unspecified) | 1.1 | -1 | -0.4 | 1.1 | -4 | -6 | -4 | -7 | 96 | -6
CCOc1cc(C(N)=O)cc(OCC)c1OCC | -1.3 | 2 | -0.5 | 0.0 | 1 | 3 | 10 | -1 | 84 | 2
Cc1ccc(S(=O)(=O)NC(C(=O)OCC(=O)NC2CCS(=O)(=O)C2)C(C)C)cc1 (stereo unspecified) | 0.7 | -1 | -1.1 | 0.1 | 0 | 11 | 17 | 1 | 102 | 3
CC(C)=CCC(C)(C)CNC(=O)NC1CCCCC1 | -1.1 | -4 | -0.6 | 0.0 | -5 | 6 | 6 | 9 | 97 | -4
Cc1cc(NC(=O)Cc2ccccc2)nc2c1c(=O)oc1ccccc12 | 5.1 | 2 | -1.2 | -0.1 | 2 | -1 | 11 | -4 | 99 | -5
COc1ccc(NC(=O)COC(=O)c2cc(=O)c3ccccc3o2)cc1OC | -0.4 | 2 | 0.0 | 0.1 | -11 | -3 | -1 | 33 | 113 | 2
O=S(=O)(c1cccc2nsnc12)N1CCN(c2ncccn2)CC1 | -1.0 | 0 | 1.7 | 0.1 | 1 | 8 | 2 | -2 | 87 | 7
Cn1nnnc1SCC(=O)Nc1ccc(Br)cc1Cl | -2.6 | 0 | 5.0 | -0.3 | 2 | 21 | 4 | -2 | 93 | -6
Cc1ccc(CC2C(=O)N(CC(=O)O)C(=O)C2C)cc1 (stereo unspecified) | -2.0 | 1 | 1.3 | 0.7 | 5 | 1 | 4 | -3 | 98 | 1

Going on with the list:
molecule | MC4R barr agon | N-glyco inh | iPSC survival up | aDG glyco act | ABHD5 PLIN5 PPI | H9c2 protect | MC4R antagonist | Granule exo inh | ABCB6 inh MLPCN | m5-HT2A agonist
O=C1COCCOCCOCCOCC(=O)NCCN1 | 1.2 | 1 | -0.2 | -0.4 | 5 | -5 | 6 | 2 | 97 | 1
CCCN(CC1CC1)C(=O)COc1ccccc1C(=O)NCc1ccccc1 | -0.3 | -3 | 1.1 | 0.3 | 4 | 10 | 4 | -1 | 93 | 8
O=c1[nH]c2ccc(S(=O)(=O)Nc3ccc(Cl)cc3)cc2[nH]1 | -0.3 | -1 | 1.1 | -0.1 | 2 | -3 | 3 | -6 | 92 | -1
O=C(COc1cccc(Cl)c1)Nc1ccc2c(c1)CCC2 | -0.2 | 3 | 0.7 | -0.2 | -6 | -5 | 7 | -7 | 112 | 0
Cc1csc(=O)n1CCC(=O)OCC(=O)c1c(N)n(C)c(=O)n(C)c1=O | -2.2 | 1 | -0.4 | 0.1 | -7 | 7 | 2 | 6 | 96 | 4
CCN1/C(=C2/SC(=S)N(C)C2=O)C=Cc2cc(C)ccc21 | -2.1 | 0 | 0.0 | -0.1 | 3 | -4 | 3 | -3 | 98 | 4
CN(C)CCNc1nc2sc3c(c2c(=O)n1-c1ccccc1)CCCCC3 | -1.2 | 4 | -0.7 | 0.0 | 3 | 9 | 2 | 17 | 95 | -8
CN(Cc1cn(C)nc1-c1cccc(Cl)c1)Cc1nccn1C | -0.3 | 4 | 1.1 | 0.0 | 1 | 10 | 11 | -1 | 97 | -1
Oc1cc(O)c2c(c1)O[C@H](c1ccc(O)c(O)c1)[C@H](O)C2 | 0.5 | 1 | -1.9 | 0.0 | 8 | 2 | 5 | 33 | 98 | 8
Cc1cc2c(SCC(=O)Nc3ccccc3O)ncnc2s1 | -0.8 | -1 | -0.3 | -0.1 | -4 | 1 | -1 | -3 | 100 | 5
O=C(NCc1ccccc1Cl)c1cccc(NC(=O)c2ccccc2)c1 | -3.6 | 1 | 1.1 | 0.5 | -3 | -6 | 1 | 6 | 101 | -8
COc1c(S(=O)(=O)NCCCN2CCOCC2)ccc(Cl)c1Cl | -0.5 | 2 | -0.6 | 1.0 | -10 | 0 | -4 | -3 | 100 | -3
Brc1ccc(C2=Nn3cnnc3SC2)cc1 | -1.0 | 3 | 0.0 | 0.0 | 3 | 4 | -4 | -1 | 96 | -10
O=C(Nc1ccnc(-c2cccnc2)n1)c1ccc(Cl)c(Cl)c1 | -2.6 | -1 | -2.6 | 0.4 | -1 | -7 | 5 | 0 | 100 | -3
COC(=O)[C@]1(CC(C)C)N[C@H](c2ccc(-c3cccc(Cl)c3)cc2)[C@@H]2C(=O)N(C)C(=O)[C@@H]21 | 0.3 | 0 | -2.4 | 0.2 | -21 | -2 | 2 | 1 | 87 | -1
Cc1cccc(C(=O)Nc2nnc(C3=COCCO3)o2)c1 | -1.4 | 2 | -0.9 | 0.3 | 2 | 4 | -1 | 2 | 100 | -2
O=[N+]([O-])c1cccc(S(=O)(=O)c2cccc([N+](=O)[O-])c2)c1 | -1.7 | 9 | 0.9 | 0.2 | 1 | -9 | -4 | 1 | 94 | -2
N/C(=N\OC(=O)c1ccc([N+](=O)[O-])cc1)c1ccc(Br)cc1 | 1.2 | -2 | -0.5 | 0.0 | 1 | -6 | 18 | 6 | 100 | 2
O=C(C[n+]1ccc(-c2cc(C(=O)Nc3cccc(C(F)(F)F)c3)c3ccccc3n2)cc1)c1cccc([N+](=O)[O-])c1 | 8.0 | 1 | -0.5 | -0.3 | 6 | -5 | -2 | -4 | 110 | 1
Cc1ccc2nc(-c3ccc(F)cc3)c(Cc3ccccc3C(F)(F)F)n2c1 | nt | -3 | -1.2 | -0.1 | -9 | -6 | nt | -1 | 98 | -3
N#Cc1ccc(Oc2ccc(/C=N/O)cn2)cc1 | -3.8 | 1 | 0.9 | 0.1 | -2 | 1 | -1 | 7 | 88 | -3
O=C(N/C(=C/c1cccc([N+](=O)[O-])c1)C(=O)N1CCCCC1)c1ccco1 | -4.4 | -1 | -0.1 | -0.1 | -6 | 2 | -4 | -4 | 103 | -1
Cc1ccccc1CS(=O)(=O)CCC(=O)NCc1ccc(F)cc1Cl | -4.6 | 0 | -0.6 | -0.1 | 2 | 0 | 4 | 15 | 103 | 1
Clc1ccccc1OCc1nn2c(-c3ccncc3)nnc2s1 | -1.1 | 1 | 0.0 | 0.2 | 1 | 50 | 14 | 1 | 103 | -8
COc1ccc(OC)c(N2C(=O)CC(Cc3cc(C)cc(C)c3)C2=O)c1 (stereo unspecified) | -0.9 | 1 | -2.0 | 0.0 | -1 | 0 | 15 | 0 | 101 | -4
CC(C)CN1CCNC(=O)C1CC(=O)NCCc1cnn(-c2ccccc2)c1 (stereo unspecified) | 4.8 | 0 | 1.1 | 0.2 | -8 | 7 | -3 | -3 | 106 | 7

Whole records, looked up by structure. Screens in order: MC4R barr agon	N-glyco inh	iPSC survival up	aDG glyco act	ABHD5 PLIN5 PPI	H9c2 protect	MC4R antagonist	Granule exo inh	ABCB6 inh MLPCN	m5-HT2A agonist
Shown for Cc1cc2c(SCC(=O)Nc3ccccc3O)ncnc2s1 : -0.8	-1	-0.3	-0.1	-4	1	-1	-3	100	5
Shown for O=C(Nc1ccnc(-c2cccnc2)n1)c1ccc(Cl)c(Cl)c1 : -2.6	-1	-2.6	0.4	-1	-7	5	0	100	-3

A few values from the entries so far:
`Cc1csc(=O)n1CCC(=O)OCC(=O)c1c(N)n(C)c(=O)n(C)c1=O` @ m5-HT2A agonist: 4
`Brc1ccc(C2=Nn3cnnc3SC2)cc1` @ ABHD5 PLIN5 PPI: 3
`O=C(COc1cccc(Cl)c1)Nc1ccc2c(c1)CCC2` @ aDG glyco act: -0.2

Rows are unselected; overall some 4.5% were active at least once.
